M1 antag = human CHRM1 antagonism; CHO-K1 hM1, Fluo-8 calcium fluorescence, ACh EC80 antagonist; P11229; hit rate 1.3% among 360,000; inhibition, % at 3 µM;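 active = percent inhibition above its own plate's cutoff, namely the mean of that plate's compound wells plus 3 SD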;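 note: peak over basal fluorescence ratio during 140 s after agonist addition; 0% = ACh EC80 plus DMSO and 100% = DMSO alone without agonist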
M5 antag = CHRM5 antagonism in calcium assay; P08912; hit rate 0.59% among 360,000; inhibition, % at 3 µM; CHO-hM5 cells, Fluo-8 calcium fluorescence, ACh EC80;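 active = inhibition above a per-plate cutoff, the mean of that plate's test compounds plus 3 SD, cut at about 27% in these data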;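 note: 0% = acetylcholine EC80 with DMSO and 100% = DMSO without agonist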
TAAR1 ag = agonists of human TAAR1; AID 624467; CHO RD-HGA16 TAAR1, Fluo-8 calcium fluorescence; vehicle wells 0%, saturating PEA agonist 100%; hit rate 0.99% among 360,000; Q96RJ0; activation, % at 3 µM;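 active = activation above the mean activation of all test compounds in the run plus 3 SD, cut at about 38% in these data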
Target sequence (Q96RJ0 whole entry, looked up): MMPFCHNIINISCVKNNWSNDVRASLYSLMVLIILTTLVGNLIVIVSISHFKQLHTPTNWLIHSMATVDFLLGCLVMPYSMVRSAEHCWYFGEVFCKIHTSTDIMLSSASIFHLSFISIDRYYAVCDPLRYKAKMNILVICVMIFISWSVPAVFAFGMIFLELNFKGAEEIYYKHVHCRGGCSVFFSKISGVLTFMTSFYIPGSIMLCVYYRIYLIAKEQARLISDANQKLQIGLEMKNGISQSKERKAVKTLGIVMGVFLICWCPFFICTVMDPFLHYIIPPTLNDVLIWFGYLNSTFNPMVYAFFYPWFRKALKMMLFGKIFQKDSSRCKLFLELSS
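Repeats: no replicates (n 1) | Material: CHO-derived RD-HGA16 cells with stable Gα16 and human TAAR1 | Technique: Kinetic Fluo-8 calcium fluorescence | Schedule: 17-24 h seeding, 75 min 37 °C dye, 30 min RT | Evaluation: % activation from peak over basal fluorescence ratio, DMSO-to-PEA scaled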
CHRM1 agonist = agonists of human M1 muscarinic receptor; P11229; CHO-K1 hM1, Fluo-8 calcium fluorescence, agonist mode; 0% DMSO, 100% acetylcholine EC100; activation, % at 3 µM; hit rate 0.33% among 360,000; AID 588814;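 active = activation above the run's mean compound activation plus 3 SD, cut at about 16% in these data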;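 note: peak over basal fluorescence ratio within a 140 s kinetic read after compound addition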
CHRM5 PAM = potentiates acetylcholine response at human M5 receptor | CHO-K1 hM5, Fluo-8 calcium, ACh EC20 PAM; 0% = ACh EC20, 100% = ACh EC100 | activation, % at 3 µM | hit rate 0.3% among 360,000;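 active = activation above the run cutoff, the mean activation of all test compounds plus 3 SD, cut at about 18% in these data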
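Assay system: CHO-K1 hM5 cells. Also added: acetylcholine at EC20 concentration, added after compound. Dosing: 3 µM, single dose. Times: compound preincubation 140 s before EC20 acetylcholine addition. Signal: Fluo-8 calcium fluorescence. Measure: % activation relative to EC20 and EC100 ACh responses. Repeats: singlicate, one well per test compound.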
M4 antag = CHRM4 antagonism in calcium assay. P08173. CHO-hM4 cells, ACh EC80, Fluo-8 calcium fluorescence. inhibition, % at 3 µM. hit rate 0.73% among 360,000;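 active = inhibition above its plate's cutoff, the mean inhibition of sample wells plus 3 SD, cut at about 27% in these data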;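 note: 0% = acetylcholine EC80 with DMSO and 100% = DMSO without agonist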
Target sequence (P08173 whole entry, looked up): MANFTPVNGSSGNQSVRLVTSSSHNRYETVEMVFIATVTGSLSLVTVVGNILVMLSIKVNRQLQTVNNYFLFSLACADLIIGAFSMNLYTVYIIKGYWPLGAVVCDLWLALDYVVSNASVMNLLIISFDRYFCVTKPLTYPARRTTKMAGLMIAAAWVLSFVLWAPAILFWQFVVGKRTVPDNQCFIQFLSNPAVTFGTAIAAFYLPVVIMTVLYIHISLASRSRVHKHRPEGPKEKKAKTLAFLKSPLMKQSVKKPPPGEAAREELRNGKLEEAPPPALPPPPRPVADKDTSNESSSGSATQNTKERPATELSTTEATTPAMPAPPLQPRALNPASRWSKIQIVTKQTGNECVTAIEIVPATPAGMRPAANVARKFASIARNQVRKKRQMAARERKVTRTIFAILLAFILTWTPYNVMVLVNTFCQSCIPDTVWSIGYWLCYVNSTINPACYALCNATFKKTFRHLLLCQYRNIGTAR
M1 PAM = positive allosteric modulators of human M1 muscarinic receptor | CHO-K1 hM1, Fluo-8 calcium fluorescence, ACh EC20; 0% = ACh EC20, 100% = maximal ACh | activation, % at 3 µM | hit rate 0.088% among 360,000; in the data active = activation above about 19%, passing the limit was not always enough
M4 ag = agonists of human muscarinic M4 receptor (CHRM4); P08173; CHO-K1 hM4/Gqi5, Fluo-8 calcium fluorescence; vehicle 0%, full acetylcholine response 100%; activation, % at 3 µM; hit rate 0.14% among 360,000;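 active = activation above the run mean over all test wells plus 3 SD, cut at about 32% in these data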;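 note: peak over basal fluorescence ratio per well then scaled between controls; 0% = DMSO wells and 100% = acetylcholine at EC100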
CHRM5 agonist = agonists of human muscarinic M5 receptor (CHRM5). CHO-K1 hM5 cells, Fluo-8 calcium fluorescence; 0% DMSO wells, 100% maximal acetylcholine response. P08912. activation, % at 3 µM. hit rate 0.19% among 360,000;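 active = activation above the run's mean over test compounds plus 3 SD, cut at about 23% in these data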;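 note: signal is peak over basal fluorescence ratio across the kinetic read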
The depositor's hits bear a star; x = no result given; & = joins results of further samples. These rows are one share of the data (hit frequency here may not be typical).

SMILES	M1 antag	M5 antag	TAAR1 ag	CHRM1 agonist	CHRM5 PAM	M4 antag	M1 PAM	M4 ag	CHRM5 agonist
O=C(Nc1ccc(N2CCOCC2)c(Cl)c1)C1CCCCC1	1	-2	1	-2	1	7	7	1	-3
COc1ccccc1NC(=O)COc1ccc(Br)cc1CNCCCN1CCOCC1	1	10	9	-6	2	-6	3	0	-6
CC(=O)N(c1ccccc1)C(C)c1nc(C#N)c(C#N)nc1C (stereo unspecified)	3	4	2	-1	-6	6	-2	1	-3
CN(C)c1ncccc1-c1nc2ccccc2s1	-4	-6	6	-7	3	-5	1	0	-2
O=C(NS(=O)(=O)Nc1ccccn1)c1c[nH]c2ccccc12	-2	7	4	-2	2	-4	3	1	-1
O=C(Nc1ccc(-n2cnnn2)cc1)c1cn2ccccc2n1	0	1	x	-2	5	4	6	0	-2
CCCCCn1c(=O)[nH]c2cc(C(=O)NCCCN3CCCCC3C)ccc2c1=O (stereo unspecified)	28*	15	6	-12	-1	9	-21	1	-8
O=C(/C=C/c1ccc(Cl)cc1Cl)NCCSCc1ccccc1	-7	1	4	-6	-9	-2	3	3	-4
COc1ccccc1NC(=O)COC(=O)c1cnc(C)cn1	-9	-8	0	-3	-1	-22	4	2	-6
O=S(=O)(NC1=NCCCCCC1)c1cccs1	-19	-2	4	-4	0	-1	4	2	-2
CCOc1ncccc1C(=O)OCC(=O)Nc1ccc(S(=O)(=O)N2CCCC2)cc1	1	14	13	-4	4	6	-2	4	-1
CCCCOn1c(C)c(C(=O)OCC)c2c3nonc3ccc21	5	4	3	-6	2	8	-16	0	0
Cc1cc(N2CCCC2)ccc1NC(=O)CN1C(=O)NC(C)(c2ccccc2)C1=O (stereo unspecified)	7	1	2	-4	-2	7	-5	1	-5
COc1ccc(C(=O)NNC(=O)CCC(=O)NNC(=O)c2ccc(OC)cc2)cc1	-3	-7	2	-4	3	-10	3	0	-3
COc1cccc(C(=O)N2CCC(O)(c3cccnc3)CC2)c1	5	-4	11	-6	-1	-2	-1	0	0
COC(=O)C1(CC2CC(c3ccc(Cl)cc3)=NO2)CCN(C(=O)OC(C)(C)C)CC1 (stereo unspecified)	14	-1	5	-3	5	-16	-14	1	-1
CCOC(=O)C(=Cc1ccc(-c2ccsc2C(=O)OC)o1)C(=O)OCC	-2	7	13	-4	1	-3	6	0	-3
Cn1c(SCC(=O)NC(=O)NCc2ccccc2)nnc1C(F)(F)F	8	-3	4	-2	13	4	-3	3	2
CCCCNC(=O)c1ccc(NC(C)=O)c(Cl)c1	-8	2	5	-5	4	5	7	0	0
O=C(Nc1ccc(C(=O)N2CCCC2)cc1)C1CCC1	-2	-5	7	-1	-1	-16	4	1	3

2 consecutive compounds already listed, quoted:
SMILES	M1 antag	M5 antag	TAAR1 ag	CHRM1 agonist	CHRM5 PAM	M4 antag	M1 PAM	M4 ag	CHRM5 agonist
COC(=O)C1(CC2CC(c3ccc(Cl)cc3)=NO2)CCN(C(=O)OC(C)(C)C)CC1 (stereo unspecified)	14	-1	5	-3	5	-16	-14	1	-1
CCOC(=O)C(=Cc1ccc(-c2ccsc2C(=O)OC)o1)C(=O)OCC	-2	7	13	-4	1	-3	6	0	-3

(list continues)
SMILES	M1 antag	M5 antag	TAAR1 ag	CHRM1 agonist	CHRM5 PAM	M4 antag	M1 PAM	M4 ag	CHRM5 agonist
CCC(C)(C)NC(=O)c1ccc(S(=O)(=O)N(C)c2ccccc2OC)cc1	-22	1	18	-3	-2	-1	6	3	-2
CC(=O)N1CCC(N(CCN2CCOCC2)C(=S)Nc2c(C)cccc2C)CC1	-5	-7	4	-8	5	6	11	0	-1
COc1ccccc1C(=O)Nc1ccc(C)c(S(=O)(=O)N2CCCCC2)c1	5	8	1	-5	-18	-5	-6	8	-4
O=C1Nc2ccc(S(=O)(=O)N3CCCC3)c3ccc(S(=O)(=O)N4CCCC4)c1c23	-6	-4	12	-4	8	1	8	0	0
O=C(NCCCO)C(=O)Nc1cc2c3c(c1)CCN3C(=O)CC2	3	12	5	-2	-5	2	3	0	-2
C=CCNC(=O)c1ccccc1Cl	-7	-7	11	-4	1	17	6	0	1
COc1ccc(NC(=O)CSc2nnc(NC(=O)CN3CCOCC3)s2)cc1	2	-6	5	-4	-8	-14	2	2	-4
Cc1n[nH]c(C)c1CCCCOc1ccccc1[N+](=O)[O-]	23	34*	0	-2	-24	13	-14	13	-6
COc1ccc([C@H]2CC(=O)C=C(c3cc4ccccc4c4ccccc34)C2)cc1	-6	9	11	-3	3	10	7	0	0
CCC(C)c1ccccc1N1CC(C(=O)Nc2cc(S(=O)(=O)N3CCOCC3)ccc2OC)CC1=O (stereo unspecified)	-8	0	2	-4	1	-7	7	4	0
CCN1CCN(C(=O)CCc2nnc3ccc(N4CCN(c5cccc(OC)c5)CC4)nn23)CC1	24	6	0	-3	-5	6	-8	12	-3
CN1C(=O)Cn2c1nc1ccccc12	-5	-7	-2	-1	4	-14	8	0	2
CC(=O)c1ccc(NC(=O)CSc2nnc(Cn3c(=O)sc4ccccc43)n2C)cc1	-10	-2	-1	-9	1	0	3	0	0
CC(Oc1ccccc1F)C(=O)NCCN1CCCCC1 (stereo unspecified)	5	1	6	-6	-2	0	8	1	-6
O=C1[C@@H]2C(c3cccnc3)=NO[C@@H]2C(=O)N1c1ccc2ccccc2c1	-11	4	6	0	3	-2	5	3	2
COc1cc(NC(=O)CN2C(=O)NC(C)(CC(C)C)C2=O)cc(OC)c1 (stereo unspecified)	0	8	10	-5	-3	0	3	1	-4
CCSC1=NCCN1S(=O)(=O)c1ccc(NC(C)=O)cc1	1	6	0	-6	-5	-1	2	1	2
COc1cc(OC)cc(C(=O)Nc2nnc(-c3cccnc3)o2)c1	-12	4	2	-5	8	-7	15	2	-1
CCN=C1SC(C(=O)NCCc2ccccc2)CC(=O)N1CC (stereo unspecified)	26*	2	19	-1	-33	-8	-14	11	-1
CCOc1ccc(C(=O)NCC(=O)NCCSc2ccc(Br)cc2)cc1OCC	6	7	3	0	1	10	0	4	-4

Of the compounds above, 2 contain a thiophene ring, fused or not.
SMILES	M1 antag	M5 antag	TAAR1 ag	CHRM1 agonist	CHRM5 PAM	M4 antag	M1 PAM	M4 ag	CHRM5 agonist
O=S(=O)(NC1=NCCCCCC1)c1cccs1	-19	-2	4	-4	0	-1	4	2	-2
CCOC(=O)C(=Cc1ccc(-c2ccsc2C(=O)OC)o1)C(=O)OCC	-2	7	13	-4	1	-3	6	0	-3

(continued)
SMILES	M1 antag	M5 antag	TAAR1 ag	CHRM1 agonist	CHRM5 PAM	M4 antag	M1 PAM	M4 ag	CHRM5 agonist
COc1cc(/C=C2\SC(=O)N(CC(=O)Nc3cccc(C)c3)C2=O)ccc1OC(C)C(=O)O (stereo unspecified)	11	21	-1	-3	-15	3	-4	13	0
CCC(C)/C(C)=N/Nc1ccc(S(N)(=O)=O)cc1[N+](=O)[O-] (stereo unspecified)	30	8	0	-3	-21	12	-11	20	0
c1ccc(N2CCN(c3nccn4ccnc34)CC2)nc1	-13	1	4	-4	-1	-9	4	6	-1
O=C(NC1CCCCCC1)c1ccc(S(=O)(=O)NCc2ccco2)cc1	-3	7	4	-6	-4	9	5	1	-2
O=C(/C=C/c1ccccc1)CC(=O)c1ccccc1O	7	-7	3	-3	-5	-1	-3	-1	-5
COc1ccc(NC(=O)CSc2nncn2N)c(OC)c1	-13	-1	0	-2	5	-2	8	0	4
CCC(=O)N(CCc1ccccc1C)Cc1cc2ccc(C)cc2[nH]c1=O	-15	7	20	2	-5	6	11	4	-1
CC(=O)c1sc(NCc2ccc(C)cc2)nc1C	3	2	-5	-2	4	0	1	3	-2
O=C(CSc1nnc(Cn2c(=O)sc3ccccc32)n1-c1ccccc1)N1CCOCC1	-10	-10	11	-7	7	3	13	1	0
CCN(C(=O)CSc1nc(N)cc(=O)[nH]1)c1c(N)n(Cc2ccccc2)c(=O)[nH]c1=O	-9	2	0	-1	4	3	1	1	2
COc1ccc(N=C2SCC(=O)N2c2ccc(OC)cc2)cc1	2	5	6	-5	-1	13	-8	2	2
COc1ccc(NC(=O)/C(=C\c2ccncc2)NC(=O)c2ccccc2)cc1	-9	5	1	-2	-4	0	7	0	0
COc1cc(C(=O)N(C)CC2CCN(CCc3cccc(C(F)(F)F)c3)CC2)ccc1C	5	-3	-1	-8	-6	11	-8	3	-16
COc1ccc(OC)c(NS(=O)(=O)c2ccc3c(c2)C(C)(C)C(=O)N3C)c1	-18	-6	x	1	3	-12	10	2	0
CCOc1ccc(C(=O)Nc2nnc(NC(=S)Nc3ccccc3)s2)cc1	6	2	0	-7	8	1	5	1	-4
Cc1ccn2cc(-c3cccc([N+](=O)[O-])c3)nc2c1	-8	-3	-1	-1	12	-11	24	0	0
CCCN(CC(=O)Nc1cccc(S(N)(=O)=O)c1)CC(=O)Nc1ccc(F)c(F)c1F	-11	6	-4	-1	7	16	22	1	-3
COc1cccc(N2CC(C(=O)Nc3ccc(C(=O)OC(C)C)cc3)CC2=O)c1 (stereo unspecified)	4	1	16	-3	-2	2	1	2	3
Cc1c(-c2ccccc2)oc2c(C(=O)OCC(=O)Nc3cccc(F)c3)cccc2c1=O	3	5	12	-8	-13	-12	-3	9	1
Cc1cccc(C(=O)Nc2ccc(N3CCN(C(=O)c4ccco4)CC3)cc2)c1	-1	6	2	-1	-4	-8	2	6	-1
CCC(=O)NC(Nc1cccc(C)n1)(C(F)(F)F)C(F)(F)F	3	6	8	-2	-8	1	0	0	-2
O=S(=O)(c1ccc(OCC(O)CNC23CC4CC(CC(C4)C2)C3)c(Cl)c1)N1CCOCC1 (stereo unspecified)	28	7	12	-4	-7	14	-15	24	-4
[N-]=[N+]=CC(=O)CCCN1C(=O)c2ccccc2C1=O	2	11	10	-2	-12	-2	3	6	0
S=C(Nc1ccc2nc(-c3ccccn3)c(-c3ccccn3)nc2c1)N1CCCCCC1	4	-6	9	-9	5	-2	2	2	0
COc1ccc(/C=C(/NC(=O)c2cccs2)C(=O)NCc2ccco2)cc1OC	-7	4	0	-5	8	-6	6	-1	-8
O=C(c1ccccc1)N1CCOC(O)(c2ccccc2)C1c1ccccc1 (stereo unspecified)	-8	3	5	0	-4	-18	0	6	-1
O=C(O)c1ccccc1C(=O)c1ccc(Br)s1	-2	2	2	-6	1	-5	0	2	0
C=CCNC(=S)N/N=C/c1ccc(-c2cc(Cl)ccc2Cl)o1	3	-3	7	-1	-3	2	2	0	0
CC1S/C(=N/N=C/c2ccco2)N(Cc2ccc(F)cc2)C1=O (stereo unspecified)	10	1	5	-2	0	-17	1	0	-1
Cc1ccc(NS(=O)(=O)c2ccc(C(=O)OCC(=O)Nc3cc(C)on3)cc2)cc1	8	4	72*	28*	2	7	6	19	26*
Cn1c(=O)n(CC(=O)O)c(=O)c2c1nc1n2CCS1	-12&-4	-10&-2	8&8	-4&-2	8&7	0&-2	11&2	0&0	-1&2
O=C(Cn1[nH]c(=O)c2ccccc2c1=O)OCC(=O)N(Cc1ccccc1)Cc1ccccc1	-3	8	15	-5	-12	-4	-10	10	-3
COc1ccc(C(O)c2ncc(-c3cccc4ccccc34)[nH]2)cc1F (stereo unspecified)	-13	3	15	-1	-2	10	6	3	0
CC(C)Cn1cnc2c1c(=O)n(CC(=O)NN)c(=O)n2Cc1ccccc1	-10	-1	0	-1	1	-4	5	1	-2

Screens as filed in PubChem BioAssay.
